Screens: PubChem BioAssay, National Center for Advancing Translational Sciences (NCATS)
ELG1 repair inh = blocks ELG1-dependent DNA repair in HEK293T cells; HEK293T ELG1-luciferase reporter, luminescence, 16 h; DNA damage induced by 5-fluorouridine; Potency, µM (titrated, usually from 46.1 µM), for the others: at the highest dose activity change, negative = inhibition, hits mostly inhibitors; 330,000 compounds, 2.3% hits; AID 504467; also: potency is read from the fitted curve at half-maximal effect; % is scaled to controls: 0 for no effect and ±100 for the full control effect; nearly all actives have a fitted effect of over 55% in size
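HEK293T cells expressing luciferase-tagged ELG1 (2,000/well) received 5-Fluorouridine plus compound or DMSO for 16 hr at 37 °C. Luciferase was read by ONE-Glo luminescence after 30 min at room temperature.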
TSHR antagonist = antagonists of human thyroid stimulating hormone receptor | P16473 | TSHR-expressing cells, TSH-stimulated cAMP HTRF, 2 h; hits give low values | activity change, negative = inhibition, % at 11.5 µM | 330,000 compounds, 0.2% hits | AID 504810;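 active = activity change below a set negative limit, meaning inhibition stronger than a set level, cut at about -70% in these data; inconclusive = activity change between two set negative limits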; also: % is scaled to controls: 0 for no effect and ±100 for the full control effect
Target sequence (P16473 whole entry, looked up): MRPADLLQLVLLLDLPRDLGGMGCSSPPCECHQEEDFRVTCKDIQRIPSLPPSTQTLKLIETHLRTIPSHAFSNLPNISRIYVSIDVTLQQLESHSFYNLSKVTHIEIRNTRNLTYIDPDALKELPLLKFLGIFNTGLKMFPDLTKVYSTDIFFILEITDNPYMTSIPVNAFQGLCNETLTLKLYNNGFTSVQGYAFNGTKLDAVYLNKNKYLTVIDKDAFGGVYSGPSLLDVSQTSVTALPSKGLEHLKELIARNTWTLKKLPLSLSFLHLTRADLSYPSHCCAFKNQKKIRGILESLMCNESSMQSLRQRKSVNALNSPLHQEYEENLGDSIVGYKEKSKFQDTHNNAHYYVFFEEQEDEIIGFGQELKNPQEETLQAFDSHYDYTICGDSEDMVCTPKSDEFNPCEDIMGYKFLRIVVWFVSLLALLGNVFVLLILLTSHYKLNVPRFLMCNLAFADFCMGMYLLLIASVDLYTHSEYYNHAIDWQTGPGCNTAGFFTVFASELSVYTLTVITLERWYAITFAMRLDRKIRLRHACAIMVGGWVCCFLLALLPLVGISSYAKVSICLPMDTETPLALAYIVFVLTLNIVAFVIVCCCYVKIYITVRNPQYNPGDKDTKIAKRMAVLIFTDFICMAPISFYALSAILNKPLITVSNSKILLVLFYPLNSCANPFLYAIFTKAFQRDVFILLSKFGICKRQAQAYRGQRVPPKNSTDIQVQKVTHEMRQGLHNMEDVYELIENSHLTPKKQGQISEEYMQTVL
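Read-out is FRET at 665 nm (cryptate excitation 337 nm) from a cryptate-tagged anti-cAMP antibody, competed by cell cAMP against cAMP-d2. Compounds are tested on freshly harvested TSHR cells challenged with 4nM TSH (EC80) for 2 hours at 37 deg C.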
Tb PFK block = T. brucei PFK enzyme inhibition; O15648; T. brucei PFK, ADP-Glo luminescence; Potency, µM (highest dose often 57.5 µM), for the others: at the highest dose activity, negative = inhibition, actives largely listed as inhibitors; 330,000 compounds, 0.17% hits;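 also: potency is read from the fitted curve at half-maximal effect; 0% = uninhibited 1x PFK enzyme wells and -100% = no-enzyme wells; nearly all actives have a fitted effect of over 60% in size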
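Luminescent ADP detection (ADP-Glo, two-step: ATP depletion then ADP-to-ATP conversion for luciferase) reported PFK activity after 45 min room-temperature reaction of 1.25 nM enzyme with 0.5 mM F6P and 0.1 mM ATP at pH 8.0.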
Integrin act MD = activates integrin-mediated alleviation for muscular dystrophy. alpha7betagal myoblasts, beta-gal FDG fluorescence, 48 h. Potency, µM (titrated, usually from 38.3 µM), inactives show top-dose activation, most hits filed as activators. 350,000 compounds, 0.064% hits;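 also: potency is read from the fitted curve at half-maximal effect; 100% = response of the positive control SU9516; nearly all actives have a fitted effect of over 60% in size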
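Alpha7betagal+/- myoblasts (passage 13) were plated 16-24 hr, then exposed to compounds (1:260 dilution of DMSO stock) for 48 hours at 37C. After MPER lysis, β-galactosidase reporter activity was read as FDG fluorescence (ex 480/em 540) after 30 minutes.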
S-ASM inh = inhibitors of human secretory acid sphingomyelinase. P17405. placental ASM, HMU-PC fluorogenic substrate, 60 min. Potency, µM (titrated, usually from 57.5 µM), for inactives: at the top dose activity change, negative = inhibition, actives largely listed as inhibitors. 340,000 compounds, 0.006% hits; also: potency is read from the fitted curve at half-maximal effect
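Human placenta-derived ASM preincubated with compound 10 min at room temperature, then reacted with 9 uM (final) fluorogenic HMU-PC substrate for 60 min at 37 C. Stop solution raises pH to 10; fluorescence read at Ex 386/Em 447 nm.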
Mito fusion yeast = blocks mitochondrial division or promotes mitochondrial fusion | S. cerevisiae fusion-defective mutant growth rescue, CellTiterGlo 48 h | Potency, µM (series often up to 46.1 µM), for inactives: at the highest dose growth rescue (activation), hits mostly activators | 320,000 compounds, 0.23% hits;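 also: potency is read from the fitted curve at half-maximal effect; % of control where 0% means no effect; nearly all actives have a fitted effect of over 45% in size; temperature-sensitive fusion mutants such as fzo1-1 at 37 °C on non-fermentable ethanol glycerol medium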
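Yeast fusion mutant, YPEG (non-fermentable carbon), compound, 48 h at 37C non-permissive; CellTiterGlo added, 10 min RT, luminescence read. Rescued growth = division inhibition.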
PTAP TSG101 blk = blocks PTAP/TSG101 interaction to inhibit HIV-1 budding; 340,000 tested, under 10 active; Q99816; AID 493005; Potency, µM (doses to about 115 µM), inactives show top-dose activity change, negative = inhibition, actives largely listed as inhibitors; Fluorescence polarization, FITC-PTAP peptide / Tsg101 binding; active = well fitted inhibition curve with a large enough effect in the main read-out, with a control signal flat, not every such curve was filed as active; inconclusive = small, poorly fitted or top-dose-only effect, or effect the other way, or a change in a side signal; inactive = no such curve, though single readings can be large or run the other way; also: potency is read from the fitted curve at half-maximal effect; % of control where 0% means no effect
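Fluorescence anisotropy tracks displacement of a FITC-tagged PTAP peptide (50 nM) from the Tsg101 binding domain (10 uM), following a 20 min room-temperature incubation at pH 7.5.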
TCR activator = T cell receptor activation; primary human leukocytes, anti-CD3, IL-2 HTRF, 48 h; Potency, µM (top dose mostly 9.22 µM), for the others: at the highest dose activation of IL-2 secretion, hits mostly activators; 330,000 tested, under 10 active; AID 504894; also: % of control where 0% means no effect
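Using a-CD3 beads without co-stimulation, primary human leukocytes were exposed to compounds for 48 hr. An HTRF IL-2 kit measured the cytokine, with europium-to-d2 energy transfer producing emission at 665nm upon 320nm excitation.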
AT treatment = candidate therapy for ataxia-telangiectasia; Potency, µM (highest dose often 57.5 µM), for inactives: at the top dose activation, most hits filed as activators; […] A-T fibroblasts, KAP-1 phosphorylation AlphaLISA; neocarzinostatin DNA damage 30 min before lysis; AID 485349; 320,000 compounds, 0.19% hits; also: potency is read from the fitted curve at half-maximal effect; % of control where 0% means no effect; nearly all actives have a fitted effect of over 45% in size
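ATM-like activity read as KAP-1 phosphorylation via AlphaLISA donor/acceptor antibody pairs after lysis and 6 hr at 25C. Cells were ATM-null patient fibroblasts ([…], hTERT), dosed 60 min, then exposed to the DSB inducer NCS for 30 min.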
Eya2 inh = inhibitors of human Eya2 phosphatase activity. recombinant Eya2, OMFP fluorescence dephosphorylation (OMFP is methylfluorescein phosphate). 330,000 compounds, 0.006% hits. Potency, µM (doses to about 76.9 µM), for inactives: at the highest dose activity, negative = inhibition, actives largely listed as inhibitors. O00167; also: potency is read from the fitted curve at half-maximal effect; % is scaled to controls: 0 for no effect and ±100 for the full control effect
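Eya2 protein (added as 0.2 uM solution) was preincubated with compound for 10 min at ambient temperature in 50 mM HEPES pH 7.5, 50 mM NaCl, 5 uM MgCl2, 0.05% BSA, 1 mM DTT. OMFP (added at 50 uM) then reacted 10 min; fluorescence read at 485/525 nm.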
BCR signal inh = chronic active BCR signaling inhibition; ABC-DLBCL IkBa-CBG/CBR reporter, luminescence ratio, 4 h; Potency, µM (highest dose often 46.1 µM), without a hit: at the highest dose ratio change, negative = lower green/red ratio, usual class: inhibitors; 340,000 compounds, 0.05% hits; AID 493014; active = well fitted inhibition curve with a large enough effect in the signal ratio, with a control signal flat, not every such curve was filed as active; inconclusive = small, poorly fitted or top-dose-only effect, or effect the other way, or a change in a side signal; the % refers to the signal ratio;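 also: potency is read from the fitted curve at half-maximal effect; plate controls were basal doxycycline-induced cells for no effect and cells given 10 µM MG132 for full effect; MG132 reads +100%, hits lower the ratio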
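Compounds up to 46 uM were incubated four hours with TMD8 cells whose green CBG68 luciferase is fused to IkappaBalpha; red CBR luminescence normalised the signal, and concentration-effect curves were fitted to fusion, red and ratio data.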
An asterisk follows results filed as active; ? = inconclusive; nt = not tested or not shown; [ ] = dose if it differs, or a comment. Unless noted, calls follow the shape of the dose curve; as a rule, active = well fitted curve in the direction sought with a large enough effect; inconclusive = small, poorly fitted or top-dose-only effect, or another doubt; inactive = no such curve, though single readings can be large; an effect the other way counts as inactive or inconclusive. Hits appear at their usual frequency. Share with any hit: about 3.2%.

SMILES | ELG1 repair inh | TSHR antagonist | Tb PFK block | Integrin act MD | S-ASM inh | Mito fusion yeast | PTAP TSG101 blk | TCR activator | AT treatment | Eya2 inh | BCR signal inh
Cc1onc(-c2c(F)cccc2Cl)c1C(=O)NC(=S)NC1CCSC1=O (stereo not given) | -12% | 2 | 6% | 14% | -2% | 4% | -5% | 5%[46.1 µM] | -6% | -1% | -1%
CC(Oc1ccccc1)C(=O)N1CCN=C1SCc1ccc(F)cc1 (stereo not given) | 1% | -9 | -3% | -18% | -2% | 2% | -2% | -1% | 22% | 1% | 2%
OC1(c2cccs2)CN(c2ccc(Cl)cc2)C2=[N+]1CCCS2 (stereo not given) | ? | 10 | -5% | 8% | -3% | 5% | -5% | 21% | 2% | -19% | 2%
COC(=O)c1cc(S(=O)(=O)N2CCC(C(N)=O)CC2)oc1C | -1% | -5 | -2% | ? | -2% | -4% | -2% | 8% | 2% | ? | 10%
CCOc1cc(/C=C(/C#N)C(=O)Nc2ccc(OC)cc2)ccc1OCc1ccc(C(=O)O)cc1 | 2% | -16 | -5% | -23% | -2% | 1% | 1% | 0% | -1% | -16% | 0%
O=C(c1cccs1)n1nc(-c2ccccc2)nc1NCc1ccco1 | 2% | 20 | -2% | -9% | -6% | -1% | -5% | -1%[46.1 µM] | 7% | -1% | 9%
COc1ccc(S(=O)(=O)n2nc(OC(=O)c3cccs3)cc2NC(=O)c2cccs2)cc1 | 5% | -1 | -4% | 1% | -8% | 0% | -1% | -7% | 9% | 16% | 13%
CCCCn1cnc2c([nH]c3ccccc32)c1=O | ? | 17 | 0% | -13% | 1% | -3% | -3% | 2% | -5% | 3% | -6%
COC(=O)c1cnc2ccccc2n1 | ? | 15 | -2% | -5% | 0% | 0% | -2% | 5%[46.1 µM] | 10% | -4% | ?
O=C(Cc1ccc(Br)cc1)Nc1ccccc1Cl | 15% | 1 | 1% | -1% | 4% | -4% | -1% | 0%[46.1 µM] | 5% | 1% | 3%
COc1ccc(/C=C/C(=O)N2CCC(c3ccccc3)C2)cc1 (stereo not given) | 23% | 10 | -5% | 4% | -3% | 2% | -3% | -2%[46.1 µM] | 7% | -5% | 6%
Cc1noc(NS(=O)(=O)c2ccc(N3CC(O)=C(c4ccccc4)C3=N)cc2)c1C | 11% | 22 | 4% | 1% | 3% | -7% | -2% | 1% | -12% | 9% | 3%
CC1(C)C(=O)C2(CCCC2)C(=O)OC1c1ccco1 (stereo not given) | 5% | -8 | -5% | 13% | 5% | 5% | -4% | -11% | nt | 5% | 2%
Cc1ccc(S(=O)(=O)C(C#N)c2nc3ccccc3nc2N2CC(C)OC(C)C2)cc1C (stereo not given) | ? | -15 | 3% | -3% | 30% | 6% | -7% | -7% | -2% | -2% | 1%
CCC(C)(C)NC(=O)C(c1ccc(F)cc1)N(Cc1ccco1)C(=O)c1snc(C(N)=O)c1N (stereo not given) | -1% | 10 | 0% | 0% | 85%[activator] | 0% | 0% | 5% | -5% | -4% | 4%
COCCN(C(=O)c1ccccc1)c1nc(-c2ccc(OC)cc2)cs1 | -13% | -9 | 2% | 15% | -1% | -4% | -4% | 0% | 4% | -7% | -5%
CC(/C=N/N1CCN(c2ccccc2)CC1)=C\c1ccco1 | ? | -5 | -5% | -16% | -1% | -4% | -4% | 0% | -9% | -7% | ?
COc1ccc(NC(=O)c2cc(-c3ccncc3)nc3ccc(Br)cc23)cc1OC | ? | 22 | 4% | -26% | -5% | 4% | -4% | 1% | 0% | 3% | 1%
Cc1c(Cl)cccc1NC(=O)CSc1nncn1-c1ccccn1 | 10% | 5 | -2% | ? | 2% | 8% | -4% | -3% | 8% | -20% | -6%
CCN1C(=O)[C@H]2[C@@H](c3ccc(C)cc3)N3C(=O)N(c4cccc(Cl)c4)C(=O)[C@@]3(C)[C@H]2C1=O | 22% | -7 | -4% | 0% | 3% | 0% | -3% | -2% | -4% | 19% | 1%
Cc1ccc(NC(=O)CCCc2ccccc2)c([N+](=O)[O-])c1 | ? | -8 | 3% | 9% | -4% | 2% | -4% | -2% | -1% | 6% | ?
Cc1ccc2c(c1)cc(CN(Cc1ccco1)C(=O)N1CCOCC1)c1nnnn12 | ? | -1 | -3% | 7% | -3% | 6% | -6% | -1% | 0% | 4% | 0%
CCOC(=O)C1(Cc2cccc(OC)c2)CCCN(C(=O)CCc2cccnc2)C1 (stereo not given) | ? | -6 | 2% | -15% | -1% | 1% | 0% | -4% | 0% | -1% | 15%
O=C1CSC(=Nc2ccc(O)cc2)N1c1ccc(O)cc1 | 24% | 1 | 1% | -15% | 0% | 2% | 0% | -4% | 3% | -3% | -20%
CN(c1ccc(OCC(=O)N2CCC(C(N)=O)CC2)cc1)S(=O)(=O)c1cccs1 | 3% | -2 | -1% | 11% | 1% | -3% | -2% | 3% | nt | 36% | ?
O=C1CC2(CCN(C(=O)c3ccccc3F)CC2)Oc2ccccc21 | -5% | -17 | -7% | 7% | 1% | 0% | -2% | 6% | 2% | -11% | -4%
CCOc1ccc(/C(O)=C2/C(=O)C(=O)N(c3cc(C)on3)C2c2ccc(C(=O)OC)cc2)cc1 (stereo not given) | 3% | -5 | 2% | 20% | 3% | 0% | -12% | 8% | -2% | 6% | -7%
Cc1ccccc1Nc1c(-c2ccccn2)nc2c(C)cccn12 | ? | -4 | 3% | -26% | 2% | -10% | 1% | 2% | 3% | 0% | -1%
Nn1c(SCc2cc([N+](=O)[O-])cc3c2OCOC3)nnc1-c1ccccn1 | 7% | -7 | 0% | -10% | 3% | 1% | 2% | 6% | 4% | -10% | 10%
COc1cc2c(cc1OC)C(C(=O)Nc1cccc(C)n1)C(c1cccnc1)N(C)C2=O (stereo not given) | 3% | 7 | -11% | 12% | 2% | 0% | -6% | -4% | 5% | 14% | -17%
CCOc1ccc(S(=O)(=O)N(CC)CC(=O)NCc2ccco2)cc1C | -15% | 0 | -8% | -23% | -2% | 4% | -3% | 13% | 2% | 4% | 3%
COc1ccc(CS(=O)(=O)CC(C)(O)c2ccccc2)cc1 (stereo not given) | 25% | -3 | 3% | ? | -2% | 1% | -5% | 0% | 1% | 4% | 1%
CC(=O)c1sc(NC(=O)C2=NN(c3ccccc3)C(=O)CC2)nc1C | ? | -3 | -2% | 0% | -1% | 2% | 0% | 14% | -4% | 8% | 0%
O=C(COc1ccccc1Br)N1CCN(C(=O)c2ccco2)CC1 | -1% | -4 | 2% | ? | 0% | 0% | -1% | 0% | 20% | 10% | -4%
COc1cc(/C=N/NC(=O)c2cc(C)oc2C)cc(OC)c1OC | -57% | 10 | 4% | 2% | 1% | 4% | -3% | -1% | 3% | -8% | ?
CC(=O)NC12CC3CC(C1)CC(C(=O)NCC(=O)Nc1c(C)cc(C)cc1C)(C3)C2 | 8% | 1 | -1% | -2% | -1% | 1% | -2% | -8% | -2% | 3% | -2%
Cc1ccc(CN2CCN(C3CSCCSC3)CC2CCO)cc1 (stereo not given) | -1% | -9 | -17% | ? | 3% | 2% | -5% | -2% | -3% | -4% | 6%
COc1cc(SC)ccc1C(=O)Nc1cccc(C)n1 | ? | -19 | 2% | 3% | 3% | 1% | -8% | 2% | -1% | -3% | ?
CS(=O)(=O)N(CC(=O)NCCC1=CCCCC1)c1ccc2c(c1)OCO2 | 3% | -8 | 1% | 29% | 1% | 2% | -3% | -14% | 7% | 4% | -1%
